Assay outcomes from PubChem BioAssay.
D1 antagonist: blocks dopamine activation of the human D1 receptor; 3.2% of 360,000 active; AID 504652; activity change, negative = inhibition, % at 10 µM; P21728; HEK293 TREx D1 cells, calcium flux, dopamine EC80; stronger effect = lower value; in the data active = activity change below about -30%; also: % is scaled to controls: 0 for no effect and ±100 for the full control effect
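Calcium flux readout: force-coupled, inducible Hek293 Trex D1 line, cells induced overnight at 30 C with tetracycline, dye-loaded 30–90 min at RT. Antagonism scored against EC80 dopamine challenge given 180 s after compound.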
TRHR ag: agonists of human TRH receptor; P34981; TRHR cells, calcium flux fluo-8, FDSS agonist mode; activation, % at 2 µM; 0.18% of 360,000 active; in the data active = activation above about 30%; also: 0% is about no effect
Target sequence (P34981 whole entry, looked up): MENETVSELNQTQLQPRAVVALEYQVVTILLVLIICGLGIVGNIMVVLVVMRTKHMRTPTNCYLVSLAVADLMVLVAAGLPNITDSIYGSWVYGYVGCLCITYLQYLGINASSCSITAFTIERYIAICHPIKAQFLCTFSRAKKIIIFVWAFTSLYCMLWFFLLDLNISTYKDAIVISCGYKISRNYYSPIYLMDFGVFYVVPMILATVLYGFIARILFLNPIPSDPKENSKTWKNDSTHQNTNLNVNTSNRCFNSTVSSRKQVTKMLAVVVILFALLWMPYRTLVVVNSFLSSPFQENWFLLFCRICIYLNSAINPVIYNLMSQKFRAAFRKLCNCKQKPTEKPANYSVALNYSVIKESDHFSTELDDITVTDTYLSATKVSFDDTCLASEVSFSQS
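Read-out: compound-evoked intracellular calcium rise in TRHR cells, fluo-8 dye, kinetic FDSS fluorescence at 1 s/cycle following a 10-cycle baseline. Cells cultured overnight before dye loading (30 min–1.5 h, RT).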
TRHR PAM: allosteric enhancers of human TRH receptor; P34981; TRHR cells, fluo-8 calcium fluorescence, EC20 TRH enhancement; enhancement, % at 2 µM; 0.66% of 360,000 active; in the data active = enhancement above about 30%; also: 0% is about no effect
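TRHR-expressing cells loaded with fluo-8 calcium dye were read kinetically (ex 480/em 530) during compound addition, then stimulated with an EC20 of TRH (10 nM final). Enhancement of the Gq-mediated intracellular calcium response was scored.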
RXFP1 agonist: RXFP1 (human) receptor agonism; Q9HBX9; HEK293T-RXFP1 cAMP TR-FRET, 30 min; response scale: percent of porcine relaxin response, buffer zero; Potency, µM (doses to about 57.5 µM), without a hit: top-dose activation, actives largely listed as activators; 0.3% of 370,000 active; also: potency is read from the fitted curve at half-maximal effect; % is scaled to controls: 0 for no effect and ±100 for the full control effect; nearly all actives have a fitted effect of over 60% in size; many of its hits are not listed in these tables
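HEK293 cells stably expressing RXFP1, treated 30 min at 37C with compounds plus PDE4 inhibitor Ro 20174; cAMP measured by HTRF TR-FRET. Normalized to buffer and 29 nM porcine relaxin; EC50 by Hill fit.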
D2 potentiator: positively modulates the human D2 dopamine receptor allosterically; HEK293 T-REx D2, calcium flux, EC20 dopamine potentiation; 0.34% of 340,000 active; P14416; potentiation, % at 10 µM;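 active = potentiation over 3 SD above the plate norm, cut at about 30% in these data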; also: 0% is about no effect
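Calcium flux readout, no-wash dye, 1 read/s. Inducible HEK293 Trex D2 line, overnight 30 C. Compound alone 180 s (agonist flags), then EC20 dopamine, another 180 s to score potentiation.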
D1 potentiator: human D1 dopamine receptor positive modulation | 0.036% of 360,000 active | P21728 | potentiation, % at 10 µM | HEK293 TREx D1 cells, calcium flux, dopamine EC20 potentiation | AID 504651; in the data active = potentiation above about 30%; also: 0% is about no effect
RXFP1 antag: antagonists of human relaxin receptor RXFP1; HEK293-RXFP1, relaxin-stimulated cAMP HTRF, 30 min; stronger effect = lower value; AID 1259400; 0.59% of 350,000 active; Q9HBX9; activity change, negative = inhibition, % at 57.5 µM;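 active = activity change of -60% or lower, but not beyond a set lower limit; inconclusive = change between -60% and -40%, or beyond the set limit; inactive = change above -40%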; also: % is scaled to controls: 0 for no effect and ±100 for the full control effect
D1 agonist: activates the human D1 dopamine receptor. P21728. activation, % at 2 µM. 1% of 360,000 active. HEK293 T-REx D1 cells, calcium flux, agonist mode; in the data active = activation above about 30%; also: 0% is about no effect
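Agonism was scored from calcium flux recorded over 180 s (1 read/s) after pintool compound addition, following a 10-cycle baseline. Cells were inducible force-coupled HEK293 TREx D1, plated overnight at 30 C and loaded with no-wash calcium dye.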
Apoferritin bind: candidate novel general anesthetic via apoferritin binding; P02791; apoferritin/1-aminoanthracene competitive binding, fluorescence; Potency, µM (series often up to 77.5 µM), for the others: at the top dose activity change, negative = displacement, hits mostly inhibitors; 0.074% of 350,000 active; AID 485281; also: potency is read from the fitted curve at half-maximal effect; % is scaled to controls: 0 for no effect and ±100 for the full control effect; nearly all actives have a fitted effect of over 20% in size
Target sequence (P02791 2-175 limits assumed): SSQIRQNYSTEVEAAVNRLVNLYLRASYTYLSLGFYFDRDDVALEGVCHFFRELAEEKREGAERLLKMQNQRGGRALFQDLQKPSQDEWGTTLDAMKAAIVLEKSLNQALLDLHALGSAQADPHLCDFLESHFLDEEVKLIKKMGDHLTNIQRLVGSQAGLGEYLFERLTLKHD
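Steps: apoferritin (10 uM) was premixed with half-saturated 1-AMA in PBS, compounds were pin-transferred, plates stood 10 min at room temperature, fluorescence was read at 380/535 nm, and curves were fitted with a Hill equation.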
Starred values were filed as active, the others as inactive; ? = inconclusive; · = not tested or not shown. Unless noted, calls follow the shape of the dose curve; as a rule, active = well fitted curve in the direction sought with a large enough effect; inconclusive = small, poorly fitted or top-dose-only effect, or another doubt; inactive = no such curve, though single readings can be large; an effect the other way counts as inactive or inconclusive.

Compound	D1 antagonist	TRHR ag	TRHR PAM	RXFP1 agonist	D2 potentiator	D1 potentiator	RXFP1 antag	D1 agonist	Apoferritin bind
COc1cc(OC)c(C2C(C#N)=C(N)Oc3cc(C)n(CCCN4CCOCC4)c(=O)c32)cc1OC (centres undefined)	-7	0.4	1	1.4%	6	10	-5	3	-6%
CCOc1ccc(NC(=O)CN2C(=O)CSc3ccc(S(=O)(=O)N4CCOCC4)cc32)cc1	-21	0.6	12	-1.5%	·	-7	3	1	?
O=C(NCc1cccs1)c1ccc(Cn2c(SCc3ccc(F)cc3)nc3cccnc32)cc1	12	3.6	2	5.8%	-13	4	-2	4	6%
O=C1N=c2ccccc2=C1c1sc(=S)n(-c2ccc(O)cc2)c1O	-2	-0.6	2	-1.0%	5	2	-9	4	-10%
CN(c1ccccc1C(=O)Nc1ccc2c(c1)n(C)c(=O)n2C)S(C)(=O)=O	16	0.2	3	0.5%	10	1	2	7	-3%
Cc1cc(C)c2sc(N(CCCN(C)C)C(=O)c3ccc(S(=O)(=O)N(C)C4CCCCC4)cc3)nc2c1	9	0.3	19	0.2%	6	-4	-84*	10	·
O=C(Cn1c(-c2ccccc2)c[n+]2ccsc12)c1ccc(Br)cc1	-8	-0.6	1	3.2%	-5	-2	-28	1	-17%
CCOc1ccccc1NC(=O)c1ccccc1-c1nc(-c2ccccc2OC)no1	-18	-1.8	-10	1.6%	-4	0	-4	1	-20%
C=CCSc1nc2ccccc2c2nc(-c3ccccc3)nn12	-17	-0.5	3	-1.2%	6	3	-13	4	-4%
CCc1cccc(C)c1NC(=O)CSc1nc(C)cc(C)c1C(=O)Nc1ccccc1	1	-0.5	-11	17%	10	2	-2	5	-18%
Cc1ncc(CO)c2c1Oc1nc(-c3ccccc3F)nc(SCC(=O)N3CCCCC3)c1C2	0	0.8	3	-2.3%	4	-3	-6	0	-2%
Cc1cc(C)n(CCc2nc3c4ccccc4nc(N4CCN(c5ccc(F)cc5)CC4)n3n2)n1	11	0.2	15	-2.5%	-6	-5	·	0	-3%
CCCCc1cc(=O)oc2cc(OCC(=O)N3CCc4ccccc43)ccc12	7	-0.6	-1	-0.1%	·	-5	-2	0	-18%
COc1ccc2nc(/C=N/NC(=O)[C@H](CCSC)NC(=O)OC(C)(C)C)ccc2c1	-24	-1.1	-7	-0.2%	0	-2	-6	-2	-8%
O=c1[nH]c(=O)n(-c2ccc(F)cc2)c2c1C(C(F)(F)F)(C(F)(F)F)N=C(c1ccc(F)cc1)N2	-10	1.0	-4	-0.7%	-2	-2	-12	3	-7%
CC[C@@H](NS(=O)(=O)c1ccc(C)cc1)C(=O)Oc1ccc2c3c(c(=O)oc2c1)CCC3	1	0.0	3	0.7%	4	-9	-9	4	-7%
Cc1ccc2[nH]cc(CCNC(=O)C3CCCO3)c2c1 (centres undefined)	4	-0.1	2	-2.6%	0	-5	-2	2	5%
Cc1cccc(NC(=O)CSc2nc3c(oc4ccccc43)c(=O)n2-c2ccccc2)c1	-5	0.2	14	1.3%	5	6	-12	6	0%
CCOc1cc(N2CCOCC2)c(OCC)cc1NC(=O)CN1C(=O)NC2(CCc3ccccc32)C1=O (centres undefined)	-21	0.2	2	2.2%	13	-1	1	2	-20%
COc1ccc(OC)c(NCc2cccn2-c2nnc(N3CCC(C)CC3)s2)c1	14	0.6	6	2.6%	7	-6	-7	1	3%
CCCCC(CC)CNS(=O)(=O)c1ccc2c(c1)CCN2C(=O)CCC(=O)O (centres undefined)	3	1.0	0	1.4%	-8	-8	2	5	-18%
Cc1ccc(NC(=O)CN(C)C(C)C(=O)Nc2ccc(S(=O)(=O)N3CCCC3)cc2)cc1 (centres undefined)	-3	1.2	-9	-0.2%	6	-16	-17	3	·
Cc1cc(-c2n[nH]c(=S)n2/N=C/c2ccc(Cl)c([N+](=O)[O-])c2)n[nH]1	-27	0.0	21	3.2%	6	-8	-9	2	-1%
CCCc1nnc(SCC(=O)NC2CCCC2)n1CCOC	12	1.0	5	-1.1%	-19	-1	-13	0	6%
O=C(Cn1c(=O)n(Cc2ccc3c(c2)OCO3)c(=O)c2oc3ccccc3c21)Nc1ccccc1F	6	0.2	0	2.2%	-2	-1	2	4	-4%
CCCC1S/C(=N/N=C/c2cccs2)NC1=O (centres undefined)	-9	0.4	1	-0.4%	-10	3	-12	1	-6%
Cc1ccc(S(=O)(=O)NCc2ccccn2)c(C)c1C	1	-3.7	16	0.7%	-5	-3	7	6	-11%
CC(=O)c1sc(N/N=C\c2ccccc2O)nc1C	-10	21	-1	3.9%	0	-2	-9	17	-12%
O=C(N/N=C/c1ccc(Br)s1)c1ccccc1[N+](=O)[O-]	12	0.2	0	-1.1%	0	-6	-24	1	-23%
O=C(CCCCCNc1nc(=S)[nH]c2ccccc12)N1CCN(c2ccccn2)CC1	6	-0.4	0	5.5%	-8	-1	·	4	-15%

A draw from above in order of SMILES length, descending:
Compound	D1 antagonist	TRHR ag	TRHR PAM	RXFP1 agonist	D2 potentiator	D1 potentiator	RXFP1 antag	D1 agonist	Apoferritin bind
O=C(NCc1cccs1)c1ccc(Cn2c(SCc3ccc(F)cc3)nc3cccnc32)cc1	12	3.6	2	5.8%	-13	4	-2	4	6%
CC(=O)c1sc(N/N=C\c2ccccc2O)nc1C	-10	21	-1	3.9%	0	-2	-9	17	-12%
CCCC1S/C(=N/N=C/c2cccs2)NC1=O (centres undefined)	-9	0.4	1	-0.4%	-10	3	-12	1	-6%

(next part)
Compound	D1 antagonist	TRHR ag	TRHR PAM	RXFP1 agonist	D2 potentiator	D1 potentiator	RXFP1 antag	D1 agonist	Apoferritin bind
CCN(CC(=O)NCc1ccc(F)cc1)C(=O)CCNS(=O)(=O)c1cccc(C)c1	-7	-0.4	3	-0.3%	4	-1	3	0	·
Clc1cccc(Cl)c1CNC1CCCC1	5	-0.3	8	1.0%	-3	2	3	-1	-10%
COc1ccc(C2CN=NC23CCc2ccccc2C3=O)cc1 (centres undefined)	11	0.2	-4	0.4%	-3	-4	-8	2	-14%
CC(=O)N1c2ccc(S(=O)(=O)N3c4ccccc4CC3C)cc2CC1C (centres undefined)	-5	-0.3	-7	-1.8%	8	-2	-19	8	-5%
O=C(NCC1CCCO1)c1ccc(NC(=O)C2C3C=CC(C3)C2C(=O)O)cc1 (centres undefined)	16	-0.3	-1	0.4%	2	-1	-1	1	-15%
C=CCn1c(=O)c2ccccc2n2c(SCC(=O)Nc3cc(C)on3)nnc12	-11	-1.3	3	3.8%	5	7	8	2	-8%
COc1ccccc1-c1noc(-c2ccc(NCC3CCCO3)c([N+](=O)[O-])c2)n1 (centres undefined)	9	-0.1	-6	3.9%	-1	3	·	6	-14%
CN(c1ccc(F)cc1)S(=O)(=O)N1CCCC(C(=O)NCc2ccccc2Cl)C1 (centres undefined)	-3	0.4	-6	0.8%	-5	-3	-12	11	-8%
O=C(Nc1cccc(F)c1)C1CCN(S(=O)(=O)c2cnc[nH]2)CC1	3	0.6	-4	-4.4%	8	-2	?	1	-1%
Cc1ccc(SC(C)C(=O)Nc2cccc(N(C)S(C)(=O)=O)c2)cc1 (centres undefined)	-4	-0.8	1	-0.8%	-2	-3	8	3	-23%
CCCCn1c(N)c(N(CC)C(=O)c2ccccc2C(F)(F)F)c(=O)[nH]c1=O	7	1.0	-5	-1.2%	8	4	-14	-1	-3%
CCn1cc(S(=O)(=O)c2cccc(C)c2)c(=O)c2cc(F)c(N3CCN(c4ccccc4)CC3)cc21	-4	-0.4	5	3.2%	·	-2	-10	0	-4%
O=C(/C=C/c1ccccc1[N+](=O)[O-])NCc1ccccc1Cl	-1	-2.3	1	3.6%	-10	-3	-6	1	-8%
O=C(C[n+]1cccc(O)c1)Nc1ccc(Br)cc1	-19	-0.2	19	0.2%	-12	-8	1	1	-5%
N#CCc1nn(-c2ccccc2)c(N)c1C#N	7	0.4	-7	1.3%	-3	-4	4	2	-10%
Cn1cc(CN2CCC(n3nccc3NC(=O)CCCc3ccccc3)CC2)cn1	-2	0.6	-1	-0.2%	-8	-1	0	1	-6%
O=C(Nc1ccccc1F)N(CCCN1CCOCC1)Cc1cc2cc3c(cc2[nH]c1=O)OCCO3	2	-0.1	5	1.7%	-7	-3	-7	1	-12%
CN(C)CC(O)COc1ccc(C(C)(C)c2ccc(OCC(O)CN(C)C)cc2)cc1 (centres undefined)	24	3.1	3	0.5%	-4	-12	-5	4	-17%
O=C(NCC1CCCN(Cc2ccc3nonc3c2)C1)c1ccc(F)cc1 (centres undefined)	-10	-0.8	0	1.6%	-16	-3	-10	1	-15%
COCCN(CC(=O)NCc1ccc2c(c1)OCO2)C(=O)CCC(=O)Nc1nccs1	-5	0.7	-9	2.0%	-7	-5	1	1	-5%
Fc1ccc(/C=N/NC(=S)Nc2ccc(Cl)cc2Cl)cc1	-2	-0.4	-15	0.0%	7	-2	4	5	-2%
Cc1ccc(C(=O)COC(=O)CNC(=O)C(c2ccccc2)c2ccccc2)cc1[N+](=O)[O-]	-3	0.2	-20	-0.6%	-7	7	-4	3	?

Some of the compounds tested; rates above refer to the full screens.
